High-throughput results (PubChem)
XBP1 UPR activ: adaptive UPR (XBP1) activation. CHO-XBP1 luciferase reporter, IRE1-XBP1 UPR activation, luminescence; percent of tunicamycin response, DMSO as zero. activation, % at 20 µM. actives 0.33% (n = 330,000);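 active means versus positive control, 20 µM dose yields 30% or more activation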;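 further: 100% = tunicamycin at 10 µg/mL and 0% = DMSO only wells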
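Material: CHO-XBP1 cells stably carrying IRE1-XBP1-driven luciferase reporter | Medium: F12 with 10% serum | Compound dosing: 20 µM single concentration, DMSO 1% | Incubation: Overnight seeding at 37 °C, 6 h compound treatment at 37 °C | Detection: Steady-Glo luminescence read | Read-out basis: % activation of reporter signal versus tunicamycin and DMSO controls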
697 NFkB inh: lowers PMA/ionomycin-induced NF-kB signal in 697 B cells; actives 0.33% (n = 330,000); 697 B-cell NF-kB luciferase reporter, 16 h; inhibition, % at 4 µM; in the data active means inhibition above about 35%
Jurkat NFkB inh: lowers PMA/ionomycin-induced NF-kB signal in Jurkat cells | PMA/ionomycin-induced NF-kB luciferase reporter, luminescence | inhibition, % at 4 µM | actives 0.53% (n = 330,000); in the data active means inhibition above about 50%
EBI2 antag: EBI2 (human) antagonism; P32249; EBI2 beta-arrestin recruitment, luminescence, 7a,25-OHC stimulated; inhibition, % at 5 µM; actives 0.81% (n = 360,000); in the data active means inhibition above about 38%;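 further: enzyme fragment complementation signal reports receptor beta-arrestin coupling in cells; 0% = agonist plus DMSO wells and 100% = wells without agonist; some results beyond the cut were filed as inactive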
Target sequence (P32249 whole entry, looked up, the tested form may be a part): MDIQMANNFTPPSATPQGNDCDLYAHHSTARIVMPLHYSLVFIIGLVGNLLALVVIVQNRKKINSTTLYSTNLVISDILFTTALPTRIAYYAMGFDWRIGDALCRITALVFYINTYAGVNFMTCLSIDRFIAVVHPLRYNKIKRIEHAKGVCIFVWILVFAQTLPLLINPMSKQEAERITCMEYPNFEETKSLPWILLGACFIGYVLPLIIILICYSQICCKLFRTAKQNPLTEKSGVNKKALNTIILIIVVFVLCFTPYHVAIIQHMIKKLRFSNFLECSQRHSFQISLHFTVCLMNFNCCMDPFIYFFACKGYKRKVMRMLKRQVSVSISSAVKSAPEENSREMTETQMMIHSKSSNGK
Mdm2 MdmX PPI: human Mdm2/MdmX binding inhibition. SaOS-2 split-luciferase Mdm2/MdmX complementation, luminescence. inhibition, % at 8 µM. actives 3% (n = 330,000). AID 485346;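 active means inhibition of at least 50% at 8 µM in the primary screen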
Gli-Sufu block: blocks Gli-Sufu signaling in a luciferase reporter | Sufu-KO-LIGHT fibroblasts, Gli luciferase reporter luminescence | actives 0.74% (n = 340,000) | inhibition, % at 5 µM;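 active means inhibition above about 55%, limit read from the data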;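 further: 0% = DMSO-treated cells and 100% = wells with medium but no cells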
CCR6 antagonist: antagonists of human CCR6 receptor; actives 0.49% (n = 340,000); AID 493098; inhibition, % at 20 µM; P51684; CHO-K1 CCR6 PathHunter beta-arrestin, luminescence, CCL20-stimulated;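 active means compounds whose inhibition of the agonist-driven luminescence signal at 20 µM reaches about 50%, limit read from the data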;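 further: cells stimulated with CCL20 at 14 nM final; plate controls were DMSO with CCL20 for no effect and DMSO without agonist for full effect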
Target sequence (P51684 whole entry, looked up): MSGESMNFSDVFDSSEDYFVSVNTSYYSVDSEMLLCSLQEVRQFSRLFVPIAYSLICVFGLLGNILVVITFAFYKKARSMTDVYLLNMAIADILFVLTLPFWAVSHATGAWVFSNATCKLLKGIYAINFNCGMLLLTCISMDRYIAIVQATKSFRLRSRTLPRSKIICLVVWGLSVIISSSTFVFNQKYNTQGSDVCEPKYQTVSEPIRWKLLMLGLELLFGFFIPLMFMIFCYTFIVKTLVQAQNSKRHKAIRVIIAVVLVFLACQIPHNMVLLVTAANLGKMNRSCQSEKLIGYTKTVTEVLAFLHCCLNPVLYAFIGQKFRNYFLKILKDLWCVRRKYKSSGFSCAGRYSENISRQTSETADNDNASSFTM
CXCR6 block: blocks human CXCR6 beta-arrestin recruitment; CHO-K1 PathHunter CXCR6 beta-arrestin, luminescence; inhibition, % at 20 µM; actives 0.36% (n = 360,000); AID 602244; O00574; in the data active means inhibition above about 34%, passing the limit was not always enough;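 further: antagonist mode with CXCL16 agonist at 10 nM final; 0% = 10 nM CXCL16 with DMSO and 100% = unstimulated wells without agonist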
Target sequence (O00574 whole entry, looked up): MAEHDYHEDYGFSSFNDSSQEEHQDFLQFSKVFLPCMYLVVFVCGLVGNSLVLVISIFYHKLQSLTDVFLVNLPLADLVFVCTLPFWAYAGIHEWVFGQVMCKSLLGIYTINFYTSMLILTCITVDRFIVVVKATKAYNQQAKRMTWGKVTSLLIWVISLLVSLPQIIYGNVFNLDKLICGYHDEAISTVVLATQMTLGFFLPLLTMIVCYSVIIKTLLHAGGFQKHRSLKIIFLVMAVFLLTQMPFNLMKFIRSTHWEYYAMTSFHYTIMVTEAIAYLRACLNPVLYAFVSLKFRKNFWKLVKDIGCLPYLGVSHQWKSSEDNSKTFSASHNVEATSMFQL
CHOP UPR activ: activators of apoptotic arm of unfolded protein response (CHOP). actives 0.34% (n = 330,000). activation, % at 10 µM. CHO-CHOP luciferase reporter, UPR activation, luminescence; percent of tunicamycin response over DMSO baseline;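 active means at 10 µM dose, activation of 40% or more, normalized to positive control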;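 further: 100% = tunicamycin at 10 µg/mL and 0% = DMSO alone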
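Evaluation: % reporter activation, DMSO baseline versus tunicamycin full activation; System: CHO-CHOP luciferase reporter cell line; Input: 500 cells/well; Incubation: 6 h compound treatment, 37 °C; Measured by: Steady-Glo luciferase luminescence; Dosing: one dose, 10 µM in 0.5% DMSO; Buffer or medium: F12 medium, 10% FBS; Benchmarks: positive tunicamycin 10 µg/mL, negative DMSO alone.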
Active calls of the source: *; nt = not tested or not shown. Not all compounds are listed, so the mix of outcomes need not match the whole.

SMILES | XBP1 UPR activ | 697 NFkB inh | Jurkat NFkB inh | EBI2 antag | Mdm2 MdmX PPI | Gli-Sufu block | CCR6 antagonist | CXCR6 block | CHOP UPR activ
O=C(c1cc(S(=O)(=O)N2CCCCC2)ccc1F)N1CCC2(CC1)OCCO2 | -4 | 22 | 1 | 0 | 19 | 3 | -4 | -2 | 1.0
COc1ccc(Cl)cc1C(=O)C1CCCN(Cc2cnc(C)s2)C1 (stereo not drawn) | 1 | -4 | 1 | -1 | 19 | 18 | 8 | -7 | 0.0
COc1cccc(-n2c(O)c(C=NCc3ccc4c(c3)OCO4)c(=O)[nH]c2=O)c1 | -2 | 10 | 9 | 2 | -9 | 6 | -8 | 3 | 2.4
O=c1[nH]c(=S)n(CCC2=CCCCC2)c(O)c1C=NC1CCN(Cc2ccccc2)CC1 | 1 | 14 | 46 | 7 | 26 | 4 | 4 | -5 | 2.7
O=C(COc1ccc(Br)cc1)N1CCN(Cc2ccc3c(c2)OCO3)CC1 | -5 | 4 | 1 | 92* | -1 | 6 | 10 | -5 | 1.2
N#Cc1c(Br)n(C2OC(CO)C(O)C2O)c2ncnc(N)c12 (stereo not drawn) | nt | nt | nt | -7 | nt | -17 | 1 | -6 | nt
Clc1ccccc1CN1CCN(c2cccc3[nH]ccc23)CC1 | 2 | 10 | 4 | 5 | -3 | -16 | 4 | -6 | 1.1
CCCCn1c(N)c(C(=O)NCCN2CCOCC2)c2nc3ccccc3nc21 | 3 | 13 | 11 | 6 | 4 | 16 | 7 | 12 | 0.2
COc1ccc(N=Nc2c(O)[nH]c(=S)[nH]c2=O)cc1 | 1 | -108 | -64 | 2 | 0 | -43 | 34 | 18 | 2.8
Cc1nc2c(-c3ccccc3)c(C)nn2c(C)c1CCC(=O)N1CCC2(CC1)OCCO2 | 4 | -14 | 0 | -8 | -18 | 5 | -8 | -2 | -3.4
C(CCc1nn[nH]n1)CCc1nn[nH]n1 | 2 | 0 | 17 | 2 | -2 | -3 | 7 | 8 | -1.5
COc1ccc(NC(=S)NC(NC(=O)CF)C(Cl)(Cl)Cl)cc1[N+](=O)[O-] (stereo not drawn) | 0 | 5 | -3 | -14 | 15 | 7 | 28 | 17 | 0.5
O=C(Cc1ccccc1)N1CCN(CCCc2ccccc2)CC1 | -4 | 1 | 3 | 13 | -10 | -5 | 8 | -8 | 0.6
CC1c2ccccc2-n2nncc2CN1C (stereo not drawn) | nt | nt | nt | -2 | nt | 6 | -5 | 7 | nt
COc1ccc2[nH]c3c(c2c1)CCNC3 | -1 | 8 | 17 | -1 | 9 | 3 | 11 | -4 | 0.2
CC(C)Oc1cccnc1N(C)C1CCN(Cc2ccccc2)CC1 | nt | nt | nt | 5 | nt | 0 | 15 | 6 | nt
O=C1C2CCCN2C(c2cccnc2)N1c1ccc(Cl)cc1 (stereo not drawn) | 0 | -24 | 3 | -5 | 20 | 7 | 4 | 13 | -0.4
Cc1noc(C)c1C(=O)N1CCC2(CC1)OCCO2 | 0 | -4 | -4 | -1 | 7 | -7 | 1 | -13 | 0.1
CCOP(=O)(OCC)C1(C(=O)O)CCCC1 | 0 | 23 | 3 | 13 | 3 | -4 | -3 | 7 | 1.5
O=C(Oc1c(Cl)cc(Cl)c2ccccc12)N1CCCCC1 | -1 | -13 | -24 | 15 | -3 | -1 | 13 | -11 | 0.0
Cc1cc(OC(C)C(=O)NCC(O)c2ccccc2)c2c3c(c(=O)oc2c1)CCC3 (stereo not drawn) | -9 | 3 | 6 | 7 | -1 | -4 | 21 | 5 | -0.7
CN(C)P(=O)(CCl)Nc1ccccc1 (stereo not drawn) | -2 | 12 | 4 | 1 | 0 | 4 | 14 | 2 | 0.9
COCCNC(=O)c1ccc(N2CC3CC(C2)c2cccc(=O)n2C3)c([N+](=O)[O-])c1 (stereo not drawn) | -5 | 1 | -2 | -12 | -9 | 0 | 2 | -6 | -1.6
COc1ccccc1NC(=O)c1cn(CCC#N)nc1-c1ccc(F)cc1 | -4 | -9 | 9 | 10 | 13 | 13 | 9 | 13 | -1.4
CC1c2ccccc2-n2nncc2CN1CC1CCCCC1 (stereo not drawn) | nt | nt | nt | 1 | nt | 6 | 0 | 6 | nt
CCc1ccc(NC(=O)CCNC(=O)N2C[C@H]3C[C@@H](C2)c2cccc(=O)n2C3)cc1 | 2 | -21 | -20 | -2 | -11 | -11 | 0 | 1 | 3.7
O=c1[nH]c(O)c(N=Nc2ccc([N+](=O)[O-])cc2)c(=O)[nH]1 | 7 | 3 | -1 | 1 | 24 | -1 | 18 | 15 | 21
Nc1c(C(=O)OCc2ccccc2)c2nc3ccccc3nc2n1Cc1cccs1 | -1 | -12 | 7 | 50* | 28 | 8 | 0 | 33 | 1.3
COc1cccc2c1N=C1CCCC3CN(C(C)=O)CCC123 (stereo not drawn) | nt | nt | nt | 10 | nt | -5 | 10 | 2 | nt
CC(=NCc1ccco1)c1c(O)n(-c2ccc(C)cc2)c(=O)[nH]c1=O | -1 | 0 | -16 | 3 | 13 | 3 | 8 | 0 | 1.4
CN1CCc2cc3c(c4c2C1Cc1ccccc1-4)OCO3 (stereo not drawn) | -3 | 1 | -26 | -1 | 59* | -12 | -7 | -16 | 2.1
C[C@]12CC[C@H](O)C[C@H]1CC[C@@H]1[C@@H]2C[C@@H](O)[C@]2(C)[C@@H](C3=CC(=O)OC3)CC[C@]12O | -8 | -272 | 98* | -11 | 73* | -3 | 2 | -10 | 1.5
CCC(CC)NCc1c[nH]c2ccccc12 | 1 | 7 | 4 | -2 | 14 | 2 | -1 | -4 | 2.0
CC1(C)C(C(=O)N2CCN(c3ccc(Cl)cc3)CC2)C1(C)C | 1 | -29 | -10 | 6 | -29 | 1 | 10 | -3 | 2.9
Cc1cccc(OP(=O)(Oc2ccccc2)OC(c2ccccc2)C(F)(F)F)c1 (stereo not drawn) | -4 | -24 | -11 | 30 | 19 | -5 | 16 | -4 | 0.6
CCOC(=O)c1c(-c2ccc(OC)cc2)oc2ccc(OC(=O)N(C)C)cc12 | 0 | -2 | -19 | -20 | 18 | 5 | 20 | -2 | -1.7
Cc1c(O)ccc(C(=O)CN2CC(C)OC(C)C2)c1O (stereo not drawn) | 1 | -9 | 10 | -11 | 16 | 2 | 11 | 5 | 0.1
Cc1ccc(CN2C(=O)NC(=O)C3(Cc4c(nc5ccccn5c4=O)N4CCCCCC43)C2=O)cc1 (stereo not drawn) | 2 | -16 | 32 | -16 | -12 | 0 | -9 | -4 | 8.2
CCC(C)C1NC(=O)C(C(C)=O)=C1O (stereo not drawn) | -3 | 14 | -1 | -5 | -6 | -1 | 2 | -4 | 2.0
CCCCOC(=O)c1ccc(NC(=O)c2c(O)[nH]c(=O)[nH]c2=O)cc1 | -1 | 22 | 2 | 6 | 34 | 0 | 5 | 9 | 1.9
COc1ccc(CNCCc2c[nH]c3ccccc23)cc1OC | 4 | -3 | 16 | 3 | 34 | 6 | -2 | 0 | 0.8
CCOC(=O)c1c(C)n(Cc2ccc(F)cc2)c2ccc(O)cc12 | 1 | -4 | 7 | -7 | -28 | 14 | 11 | 10 | 0.1
Nc1nonc1OCCCCOc1nonc1N | 3 | -4 | 10 | -4 | 18 | 4 | -10 | 3 | -0.5
Cc1nc2c(-c3ccc(F)cc3)c(C)nn2c(C)c1CCC(=O)N1CCC2(CC1)OCCO2 | 2 | -11 | -9 | -7 | 4 | 2 | -5 | 0 | -1.3
CCOC(=O)C1(CCc2ccccc2)CCN(Cc2ccc3c(c2)OCCO3)CC1 | -3 | -22 | -1 | 10 | 15 | 41 | 5 | 6 | -2.5
O=c1c2ccccc2nc(-c2ccco2)n1-c1ccccn1 | 1 | 2 | 4 | -7 | 7 | 4 | 2 | -10 | 2.1
CN1CC=C(/C=C/c2ccc(-c3ccccc3)cc2)CC1 | 0 | -104 | -91 | nt | -13 | 53 | 21 | nt | 2.6
CCN(CC)S(=O)(=O)c1cccc(N=Nc2c(O)n(CC)c(=S)n(CC)c2=O)c1 | -2 | 9 | -4 | 11 | 29 | 0 | 37 | 14 | 0.0
COc1ccc(C2=CC(c3ccc4c(c3)OCO4)c3c(c4ccccc4oc3=O)O2)cc1OC (stereo not drawn) | nt | nt | nt | -1 | nt | 39 | 1 | 5 | nt
O=P(Nc1cccc(Cl)c1)(Oc1ccccc1)Oc1ccccc1 | -2 | -16 | -26 | 9 | 21 | -7 | 4 | -7 | 1.6

(further entries)
SMILES | XBP1 UPR activ | 697 NFkB inh | Jurkat NFkB inh | EBI2 antag | Mdm2 MdmX PPI | Gli-Sufu block | CCR6 antagonist | CXCR6 block | CHOP UPR activ
O=C(Cc1c[nH]c2ccccc12)NNCc1ccc(N(CCCl)CCCl)cc1 | nt | nt | nt | 16 | nt | 16 | 10 | 4 | nt
c1ccc(Cn2ccnc2)cc1 | -5 | -22 | -11 | 3 | -36 | -5 | 15 | -2 | 1.9
CCOC(=O)CC1=C(C(=O)OCC)C2(C(=O)N1CC(=O)OC)C(C#N)=C(N)Oc1ccccc12 (stereo not drawn) | -1 | 15 | -1 | -12 | 2 | -5 | -12 | -2 | 0.3
CN(C(=O)Cc1ccc(Cl)c(Cl)c1)C(CN1CCCC1)c1cccc(OCC(=O)O)c1 (stereo not drawn) | -2 | 6 | 9 | 0 | -19 | 4 | 11 | -2 | -0.1
N#Cc1ccc(NC(=O)CN2CCN(C(=O)c3cccs3)CC2)cc1Cl | -2 | 16 | -7 | -8 | 10 | 12 | 3 | -10 | -0.2
Cc1ccc(-c2ccc(=O)n(CC(=O)N3CCC4(CC3)OCCO4)n2)cc1 | 2 | 8 | 13 | -16 | -1 | -2 | -1 | 3 | 1.4
CCCOC(=O)Nc1ccc([As](=O)(O)O)cc1NC(=O)OCCC | -4 | 4 | -15 | -2 | -14 | 10 | 4 | -6 | 1.1
CC1=NN(c2ccccc2)C(=O)/C1=C/c1c(O)[nH]c(=O)[nH]c1=O | 1 | -1 | 6 | 8 | 26 | 1 | 31 | 24 | -0.8
COC(=O)C1=C(c2cccc(OC)c2OC)C[C@@H]2CC[C@H]1N2C(=O)NC1CCCCC1 | -1 | 21 | 6 | -6 | 14 | -7 | 13 | -6 | -0.6
CC(=NCc1ccc2c(c1)OCO2)c1c(O)[nH]c(=O)[nH]c1=O | 1 | -10 | 8 | -5 | -16 | -3 | 1 | -4 | 0.4
O=c1[nH]c(=O)n(-c2ccccc2F)c(O)c1/C=C1\C=Nc2ccccc21 | 1 | -22 | 13 | -5 | 6 | 16 | 8 | 5 | 0.2

Quoted from above for reference:
SMILES | XBP1 UPR activ | 697 NFkB inh | Jurkat NFkB inh | EBI2 antag | Mdm2 MdmX PPI | Gli-Sufu block | CCR6 antagonist | CXCR6 block | CHOP UPR activ
O=C(Cc1c[nH]c2ccccc12)NNCc1ccc(N(CCCl)CCCl)cc1 | nt | nt | nt | 16 | nt | 16 | 10 | 4 | nt
c1ccc(Cn2ccnc2)cc1 | -5 | -22 | -11 | 3 | -36 | -5 | 15 | -2 | 1.9
CCOC(=O)CC1=C(C(=O)OCC)C2(C(=O)N1CC(=O)OC)C(C#N)=C(N)Oc1ccccc12 (stereo not drawn) | -1 | 15 | -1 | -12 | 2 | -5 | -12 | -2 | 0.3
CN(C(=O)Cc1ccc(Cl)c(Cl)c1)C(CN1CCCC1)c1cccc(OCC(=O)O)c1 (stereo not drawn) | -2 | 6 | 9 | 0 | -19 | 4 | 11 | -2 | -0.1
